# Assay outcomes (PubChem BioAssay)
# HIF act – HIF pathway transcriptional activation | U2OS HRE-luciferase reporter, luminescence; normalized: DMSO 0%, desferrioxamine 100% | activation, % at 7.5 µM (by protocol) | 300,000 compounds, 0.32% hits | AID 1910;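 active = mean activation of at least 10% of the iron chelator positive control signal, with at least half of replicates also reaching 10%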
# TRPC6 activator – activates the mouse TRPC6 cation channel; B-score at 10 µM; HEK293-TRPC6 membrane potential dye fluorescence; stronger effect = higher value; 310,000 compounds, 0.13% hits;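 active = B-score of the integrated fluorescence ratio above library mean plus 3 SD, and starting fluorescence ratio within library mean plus 5 SD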;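 also: higher score means more depolarization so channel activation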
# MrgX1 antagonist – human MrgX1 receptor antagonism, primary screen. MRGX1-HEK293 calcium flux, Fluo-4, BAM8-22 antagonism; stronger effect = lower value. AID 588676. Q96LB2. B-score at 10 µM. 310,000 compounds, 1.3% hits;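 active = calcium-response B-score plate-corrected more than 3 library SD below zero, starting fluorescence within 5 deviations, no agonist response on first addition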;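 also: peak minus trough fluorescence over baseline after final BAM8-22 challenge near maximal dose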
# MrgX1 agonist – agonists of human MrgX1 receptor. Q96LB2. MrgX1-HEK293 cells, Fluo-4 calcium fluorescence, agonist mode; stronger effect = higher value. B-score at 10 µM. 310,000 compounds, 0.44% hits. AID 588627;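 active = calcium response B-score plate-corrected fluorescence ratio at least 3 library SD, with starting fluorescence B-score inside 5 SD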
#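 Assay system: MrgX1-expressing HEK293 cells / Amount: fifteen thousand cells per well / Doses: test compound in the initial addition of three / Timing: cells plated overnight, dye loaded 0.5 h 37 °C, 0.5 h room temperature / Technique: kinetic calcium dye fluorescence, Fluo-4 NW / Control set: positive and negative controls per plate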
# TRPC6 inhibitor – inhibitors of mouse TRPC6 channel. 310,000 compounds, 1.1% hits. Q61143. B-score at 10 µM. HEK293-TRPC6, membrane potential dye, ACh-evoked depolarization; stronger effect = lower value. AID 2553;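 active = B-score under library mean minus 3 SD, initial fluorescence not abnormally high, positive integrated signal ratio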;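 also: B-score derived from integrated fluorescence ratio over the kinetic read; more negative B-score means stronger inhibition of depolarization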
# PolyA inh – yeast polyadenylation inhibition; 300,000 compounds, 0.02% hits; calls only at 12 µM; AID 1875; S. cerevisiae SKY197-pL101 polyadenylation reporter, beta-gal luminescence; efflux-impaired pdr1/pdr3 knockout yeast; score 100 = 6 SD above DMSO;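 active = lowest replicate activity score at least 50, where 100 means six control SD above control mean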;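 also: yeast exposed to compound for 9 h at 30 °C; higher score means more reporter readthrough which indicates perturbed polyadenylation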
# AI-2 QS mod – modulates the Vibrio harveyi AI-2 quorum sensing system; activity change, % at 7.5 µM; AID 2094; Vibrio harveyi JMH597 AI-2 luminescence/OD600 ratio, 9 h; stronger effect = lower value; strain lacks LuxN and CqsS sensors; 0 = neutral-control median; 300,000 compounds, 0.4% hits; in the data active = activity change below about -75%, passing the limit was not always enough;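 also: luminescence divided by OD600 gain over 9 h not by final OD600 alone; inactives centre near 13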
# TRPC4 agonist – TRPC4 (mouse) channel activation; HEK293 TRPC4beta/mu-opioid, Fluo4 calcium fluorescence; stronger effect = higher value; B-score at 10 µM; 310,000 compounds, 0.49% hits; AID 2237;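 active = B-score above 5 SD of library B-scores, and initial fluorescence ratio not above library mean plus 5 SD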;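 also: positive B-score marks a calcium rise read as TRPC4 activation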
# Target sequence (Q9QUQ5 whole entry, looked up): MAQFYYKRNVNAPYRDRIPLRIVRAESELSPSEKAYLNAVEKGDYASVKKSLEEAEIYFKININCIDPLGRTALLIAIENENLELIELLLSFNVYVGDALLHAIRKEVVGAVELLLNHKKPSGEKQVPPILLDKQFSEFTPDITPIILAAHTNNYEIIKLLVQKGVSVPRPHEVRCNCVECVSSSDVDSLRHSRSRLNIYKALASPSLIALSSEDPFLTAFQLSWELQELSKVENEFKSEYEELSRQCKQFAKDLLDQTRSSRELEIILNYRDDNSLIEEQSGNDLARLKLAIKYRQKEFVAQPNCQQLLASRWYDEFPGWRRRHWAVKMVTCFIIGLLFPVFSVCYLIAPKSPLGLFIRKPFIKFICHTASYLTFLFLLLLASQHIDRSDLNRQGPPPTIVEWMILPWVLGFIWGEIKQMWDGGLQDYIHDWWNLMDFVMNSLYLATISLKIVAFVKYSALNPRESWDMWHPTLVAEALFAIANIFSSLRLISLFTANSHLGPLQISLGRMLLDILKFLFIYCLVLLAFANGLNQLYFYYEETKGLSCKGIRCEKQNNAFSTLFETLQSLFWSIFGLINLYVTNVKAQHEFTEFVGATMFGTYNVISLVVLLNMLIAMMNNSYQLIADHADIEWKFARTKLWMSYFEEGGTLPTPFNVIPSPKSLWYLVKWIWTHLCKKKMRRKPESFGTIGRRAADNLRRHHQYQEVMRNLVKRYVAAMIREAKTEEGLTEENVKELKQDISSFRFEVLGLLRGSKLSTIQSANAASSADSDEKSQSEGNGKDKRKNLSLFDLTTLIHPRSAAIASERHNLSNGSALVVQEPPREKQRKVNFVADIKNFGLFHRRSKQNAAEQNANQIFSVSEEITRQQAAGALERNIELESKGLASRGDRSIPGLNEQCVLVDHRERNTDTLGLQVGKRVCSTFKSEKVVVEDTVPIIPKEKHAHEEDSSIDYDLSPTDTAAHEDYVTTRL
#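 Material: TRPC4beta and mu-opioid receptor HEK293 stable cells | Incubation: 45 min room-temperature Fluo4 loading, 110 s read | Detection: Kinetic Fluo4 calcium fluorescence | Measure: Integrated baseline-normalised fluorescence ratio, converted to per-well B score | Benchmarks: Low control buffer alone, high control maximal DAMGO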
# MrgX1 PAM – allosterically activates human MrgX1 receptor signaling | Q96LB2 | MrgX1-HEK293, Fluo-4 calcium flux, FDSS; stronger effect = higher value | B-score at 10 µM | 310,000 compounds, 0.63% hits;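 active = plate-corrected calcium response at least 3 library SD above typical, normal starting fluorescence, not activating the receptor alone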;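 also: compound read alongside a low EC10 to EC30 dose of BAM8-22 agonist; peak minus trough fluorescence over baseline measured at the second addition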
# TRPC4 PAM – allosteric potentiators of mouse TRPC4 channel; HEK293 TRPC4beta/mu-opioid, DAMGO EC20, Fluo-4 Ca2+ flux; stronger effect = higher value; B-score at 10 µM; 310,000 compounds, 0.42% hits;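 active = B-score of calcium response area above 5 SD of library B-scores, with initial fluorescence ratio within 5 SD of library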;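 also: B-score of integrated fluorescence ratio over time as area under calcium response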
# TRPC4 block – inhibitors of mouse TRPC4 channel; Q9QUQ5; HEK293 TRPC4beta/mu-opioid, DAMGO-evoked Fluo4 calcium flux; stronger effect = lower value; B-score at 10 µM; 300,000 compounds, 0.39% hits;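 active = B-score over 3 SD under the library average, no early fluorescence shift, positive overall ratio signal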
#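 Assay system: TRPC4beta/mu-opioid receptor HEK293 cell line; compound dosing: single concentration per test compound; detection: Fluo4 Ca2+ flux fluorescence; evaluation: per-well B score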
# * hit, by the source's call; i = inactive; nt = not tested or not shown. These rows are one share of the data; the hit share may differ from the screen's.
SMILES,HIF act,TRPC6 activator,MrgX1 antagonist,MrgX1 agonist,TRPC6 inhibitor,PolyA inh,AI-2 QS mod,TRPC4 agonist,MrgX1 PAM,TRPC4 PAM,TRPC4 block
CCC(C)NC(=O)c1ccccc1NS(=O)(=O)c1ccc(OC)c(OC)c1 (stereo unspecified),-0.1,i,i,i,i,i,32,i,i,i,i
CCOC(=O)c1ccc(NS(C)(=O)=O)cc1,-0.5,i,i,i,i,i,19,i,i,i,i
NCCSC1CC(=O)N(c2ccc(Cl)c(Cl)c2)C1=O (stereo unspecified),0.2,i,i,i,i,i,-80*,i,i,i,i
c1ccc(OCCN2CCN(Cc3nc(-c4ccc5c(c4)OCO5)no3)CC2)cc1,0.2,i,i,i,i,i,29,i,i,i,i
CSCCC(NS(=O)(=O)c1ccccc1F)C(=O)NC(C)c1ccccc1 (stereo unspecified),-0.6,i,i,i,i,i,9,i,i,i,i
COc1ccc2c(c1)C1(Nc3ccccc3-c3nc4ccccc4n31)C(=O)N2C (stereo unspecified),nt,i,i,i,i,nt,29,i,i,i,i
Cc1ccc(S(=O)(=O)NNC(=O)c2ccoc2C)cc1,0.2,i,i,i,i,nt,5,i,i,i,i
O=C(O)CCC(=O)NCc1cn(-c2ccccc2)nc1-c1cccc(Br)c1,0.2,i,i,i,i,i,6,i,i,i,i
CCCCCC(=O)Nc1cccc(C2=NOC3(C2)C[C@H](C(N)=O)N(C(=O)[C@H]2CCC(=O)N2)C3)c1 (stereo partly specified),0.0,i,i,i,i,i,21,i,i,i,nt
CN1C(=O)C(O)(CC(=O)c2cccs2)c2ccccc21 (stereo unspecified),-0.3,i,i,i,i,i,2,i,i,i,i
Oc1oc(C=Nc2ccc(F)cc2F)c2ccccc12,0.1,i,i,i,i,i,5,i,i,i,i
Nc1n[nH]c2cccc(Cl)c12,0.4,i,i,i,i,i,9,i,i,i,i
CC(C)(C)c1ccc(/C=N/OCC(=O)NCc2ccccc2)cc1,-0.4,i,i,i,i,i,-12,i,i,i,i
Cc1ccc(NC(=O)CC2S/C(=N/N=C/c3ccco3)NC2=O)cc1Cl (stereo unspecified),0.1,i,i,i,i,i,13,i,i,i,i
CC(CC(=O)Nc1ccc(S(=O)(=O)N2CCOCC2)cc1)c1ccccc1 (stereo unspecified),0.1,i,i,i,i,i,-2,i,i,i,i
O=C(COC(=O)c1cc(F)cc(F)c1)Nc1cccnc1Cl,0.2,i,i,i,i,i,22,i,i,i,i
OC(Cc1ccncc1)(c1ccccc1)c1ccccc1,-1.7,i,i,i,i,i,7,i,i,i,i
CCCNC(=S)NCc1ccc(Cl)cc1,-46,i,i,i,i,i,-26,i,i,i,i
CC(C)(C)n1nc2c(c1NC(=O)c1cccs1)CS(=O)C2 (stereo unspecified),-0.3,i,i,i,i,i,14,i,i,i,i
CC1(C)CC(=O)C2=C(C1)N(c1ccc(F)cc1)C(=O)CC2c1ccccc1 (stereo unspecified),-0.3,i,i,i,i,i,2,i,i,i,i
O=c1cc(C(F)(F)F)nc(-c2ccccc2)[nH]1,-0.1,i,i,i,i,i,11,i,i,i,i
CN(C)C(=S)Nc1ccc(Cl)cc1,-0.7,i,i,i,i,i,12,i,i,i,i
O=C(Oc1ccccc1C(=O)Oc1ccccc1)c1ccco1,-0.4,i,i,i,i,i,12,i,i,i,i
O=C(CNC(=O)c1ccccn1)N/N=C/c1ccccc1,nt,i,i,i,i,i,-63,i,i,i,i
COC(=O)c1ccc(NC(=O)c2c(C(=O)Nc3ccccc3)sc3nc(C)cc(=O)n23)cc1,-0.5,i,i,i,i,nt,5,i,i,i,i
CCOc1cc(NC(=S)NCCCOC)c(OCC)cc1NC(=O)c1ccco1,-0.4,i,i,i,i,i,16,i,i,i,i
O=C(NCc1ccccc1OC(F)(F)F)C1CCC(=O)N(Cc2cccc(F)c2)C1 (stereo unspecified),-0.2,i,i,i,i,i,32,i,i,i,i
CC1CCC(NC(=O)CNC(=O)Cc2cccc3ccccc23)CC1 (stereo unspecified),-0.4,i,i,i,i,i,nt,i,i,i,i
CC(C)c1cc(-c2cc(-c3ccc(Cl)cc3)on2)nc(NC2CCCC2)n1,0.2,i,i,i,i,i,8,i,i,i,i
CC(=O)NCCOc1ccc(C(=O)O)cc1,0.2,i,i,i,i,i,-3,i,i,i,i

# Ordered by heavy-atom count (rising): part of the list above
SMILES,HIF act,TRPC6 activator,MrgX1 antagonist,MrgX1 agonist,TRPC6 inhibitor,PolyA inh,AI-2 QS mod,TRPC4 agonist,MrgX1 PAM,TRPC4 PAM,TRPC4 block
CN(C)C(=S)Nc1ccc(Cl)cc1,-0.7,i,i,i,i,i,12,i,i,i,i
CC1CCC(NC(=O)CNC(=O)Cc2cccc3ccccc23)CC1 (stereo unspecified),-0.4,i,i,i,i,i,nt,i,i,i,i
CCOc1cc(NC(=S)NCCCOC)c(OCC)cc1NC(=O)c1ccco1,-0.4,i,i,i,i,i,16,i,i,i,i
O=C(NCc1ccccc1OC(F)(F)F)C1CCC(=O)N(Cc2cccc(F)c2)C1 (stereo unspecified),-0.2,i,i,i,i,i,32,i,i,i,i

# Further records
SMILES,HIF act,TRPC6 activator,MrgX1 antagonist,MrgX1 agonist,TRPC6 inhibitor,PolyA inh,AI-2 QS mod,TRPC4 agonist,MrgX1 PAM,TRPC4 PAM,TRPC4 block
COc1ccc(C2Nc3ccccc3C(=O)N2NS(=O)(=O)c2ccc(C)cc2)cc1 (stereo unspecified),0.5,i,i,i,i,i,81,i,i,i,i
Cn1c(=O)c2c(nc(SCCN3CCOCC3)n2Cc2ccc(F)cc2)n(C)c1=O,2.0,i,i,i,i,i,5,i,i,i,i
CCOc1ccc(CCNC(=O)COC(=O)c2ccc(S(=O)(=O)N3CCCC3)cc2)cc1OCC,1.9,i,i,i,i,i,-1,i,i,i,i
Cn1cc([N+](=O)[O-])c(C(=O)N/N=C/c2ccccc2)n1,0.1,i,i,i,i,i,26,i,i,i,i
CCOC(=O)Cc1nnc(NC(=O)c2cccc(OCC)c2)s1,nt,i,i,i,i,i,20,i,i,i,i
Oc1c(Cl)cc(Cl)cc1C=Nc1ccc2c(c1)OCCO2,-0.2,i,i,i,i,i,29,i,i,i,i
COc1ccc(S(=O)(=O)Nc2ccc(F)c(F)c2)cc1Cl,0.0,i,i,i,i,i,18,i,i,i,i
Cc1ccc(Cn2cnc3ccccc32)cc1,-0.7,i,i,i,i,i,8,i,i,i,i
COc1ccc(O)c(/C=C(\C#N)C(=O)Nc2cccnc2)c1,1.3,i,i,i,i,i,-18,i,i,i,i
CC(Sc1n[nH]c(-c2ccccc2)n1)C(=O)c1c(N)n(C)c(=O)n(C)c1=O (stereo unspecified),2.9,i,i,i,i,i,19,i,i,i,i
COc1ccc(NC(=O)Cn2cnc3sc(C)c(S(=O)(=O)N4CCOCC4)c3c2=O)cc1Cl,-0.4,i,i,i,i,i,9,i,i,i,i
c1ccc(N(c2ccccc2)c2nc(-n3ccnc3)nc(-n3ccnc3)n2)cc1,1.1,i,i,i,i,i,14,i,i,i,i
CCCCN(C(=O)c1cc(=O)[nH]c2ccccc12)c1c(N)n(CCC)c(=O)[nH]c1=O,-0.5,i,i,i,i,nt,19,i,i,i,i
O=S(=O)(c1ccccc1)N1N=C(c2cccs2)CC1c1ccc(F)cc1 (stereo unspecified),-1.5,i,i,i,i,i,-7,i,i,i,i
Cc1cc(F)ccc1S(=O)(=O)Nc1ccc(O)c(Sc2ncn[nH]2)c1,0.2,i,i,i,i,i,14,i,i,i,i
Cc1cccc(NS(=O)(=O)c2ccc(NC(=O)CN(c3cc([N+](=O)[O-])ccc3C)S(C)(=O)=O)cc2)c1,-0.4,i,i,i,i,i,10,i,i,i,i
CCC1CCCCN1C(=O)c1ccc2nc(Cc3ccc(OC)cc3)oc2c1 (stereo unspecified),-0.9,i,i,i,i,i,31,i,i,i,i
O=C(Nc1ccc(Cl)cc1)Nc1ccccc1NS(=O)(=O)c1cccs1,-0.2,i,i,i,i,i,36,i,i,i,i
CCOC(=O)c1c(NC(=O)/C=C\C(=O)O)sc(C)c1-c1ccccc1,0.1,i,i,i,i,i,1,i,i,i,i
COCCCNC(=O)c1c(F)c(F)c(F)c(F)c1F,-2.3,i,i,i,i,i,0,i,i,i,i
O=C(N/N=C/c1c(O)n(Cc2ccco2)c(=O)[nH]c1=O)c1ccccc1,0.7,i,i,i,i,i,12,i,i,i,i
CCCCC(c1nnnn1CS(=O)(=O)c1ccc(C)cc1)N1CCC(C(N)=O)CC1 (stereo unspecified),1.3,i,nt,nt,i,i,13,i,nt,i,i
O=C1CC(c2ccc(S(=O)(=O)NCc3ccncc3)cc2)CN1 (stereo unspecified),0.0,i,i,i,i,i,24,i,i,i,i
O=C1/C(=C\c2ccco2)NC(=S)N1c1ccccc1,-0.2,i,i,i,i,i,36,i,i,i,i
COCCCNC(=O)c1c[nH]c2ccc(S(=O)(=O)N(C)c3ccccc3C)cc2c1=O,-0.5,i,i,i,i,i,0,i,i,i,i
CC1=CC(C)(C)N(C(=O)Nc2ccccc2)c2ccccc21,0.3,i,i,i,i,i,26,i,i,i,i
COc1ccc(NC(=O)COC(=O)Cc2cccs2)cc1OC,0.2,i,i,i,i,i,29,i,i,i,i
Cc1cc(NC(=O)CS(=O)(=O)c2cn(Cc3ccc(F)cc3)c3ccccc23)no1,-0.4,i,i,i,i,i,41,i,i,i,i
N/C(=N\OC(=O)c1ccco1)c1ccc(Cl)cc1,2.1,i,i,i,i,i,19,i,i,i,i
Cc1ccc(NC(=O)C(C)c2ccc([N+](=O)[O-])cc2)cc1Cl (stereo unspecified),-0.6,i,i,i,i,i,14,i,i,i,i
Oc1ccc2ccccc2c1CNc1cnc2ccccc2c1,-4.5,i,i,i,i,i,12,i,i,i,i
COc1ccc(NS(=O)(=O)c2cccc(C(=O)NCC3(N(C)C)CCCCC3)c2)cc1,0.2,i,i,i,i,nt,23,i,i,i,i
CCCCCCCCn1cc(C(C)=O)c(=O)[nH]c1=O,0.3,i,i,i,i,i,54,i,i,i,i
